# Growth percent in the NCI-60 one-dose screen (48 h, 10 µM unless noted): 100 = growth as untreated, 0 = no growth, -100 = all killed.
# IGROV1: IGROV1 ovarian cancer; actives 4.7% (n = 79,000); AID 1794786
# 786-0: 786-0 renal cancer cells. AID 1794775. actives 5.1% (n = 81,000)
# OVCAR-5: OVCAR-5 ovarian cancer. actives 2.9% (n = 82,000)
# SN12C: SN12C renal cancer cells | actives 3.8% (n = 81,000)
# TK-10: TK-10 renal cancer cells; AID 1794769; actives 3.9% (n = 81,000)
# UO-31: UO-31 renal cancer; actives 5.2% (n = 81,000)
# SK-OV-3: SK-OV-3 ovarian cancer cells | AID 1794785 | actives 3.2% (n = 80,000)
# OVCAR-4: OVCAR-4 ovarian cancer cells; AID 1794784; actives 3.7% (n = 80,000)
# * = called active by the depositor; x = not tested or not shown; & = joins results of further samples. Rule for the calls: active = growth percent below 10; inactive = the rest.
[1] Nc1nc2c(ccc3ccccc32)s1
[2] Nc1c(C(=O)Nc2cccc([N+](=O)[O-])c2)sc2nc3c(cc12)C(O)CCC3 (stereo not given)
[3] COc1c(B(O)O)cccc1-c1nc2ccc3[nH]ncc3c2c2c1CCCC2
[4] CSC(=S)c1c(O)[nH]c2ccccc12
[5] C=CCOC(=O)C1=C(C)NC(=O)NC1c1c(Cl)n(C)c2ccccc12 (stereo not given)
[6] COc1ccc(OC)c(/C=C/C(=O)c2cc(C(=O)c3ccc(Br)cc3)n3ccc(C)cc23)c1
[7] COc1ccc(-c2nc3ccc(-c4nc5ccc(N6CCN(C)CC6)cc5[nH]4)cc3[nH]2)cc1OC
[8] COc1ccc(CN2CCOC2=O)cc1OC
Assay by compound,1,2,3,4,5,6,7,8
IGROV1,100,53,14,85,107,83,80,x
786-0,96,69,26,99,91,95,79,96
OVCAR-5,99,79,30,113,96,96,99,91
SN12C,97,66,24,100,97,89,71,93
TK-10,107,77,11,142,102,98,84,100
UO-31,80,69,0.4*,69,81,87,99,86
SK-OV-3,103,46,6.8*,104,94,x,74,101
OVCAR-4,84,80,74,111,103,92,68,100

[9] CCOC(=O)CCCn1c(=O)c2sc3ncccc3c2n2nnc(-c3ccccc3)c12
[10] COc1ccc(Cn2cc(C#N)c(N)c2C(C)=O)c(OC)c1
[11] CC(=O)Nc1nc(-c2n[nH]c(=S)n2C)cs1
[12] CC1=C/C(=N\OCC(=O)O)CC(c2ccc(C(C)C)cc2)C1 (stereo not given)
[13] O=C1NC(=O)c2c1c1c3ccccc3[nH]c1c1oc3ccc(O)cc3c21
[14] O=c1nc(Nc2ccc([N+](=O)[O-])cc2O)sc2ccccc12
[15] CCOC(=O)CC1CSC(N/N=C/c2ccc(-n3cccn3)cc2)=N1 (stereo not given)
[16] O=C(N/N=C/c1coc2ccccc2c1=O)c1cc2oc(-c3ccccc3)cc2[nH]1
Assay by compound,9,10,11,12,13,14,15,16
IGROV1,x,112,104,89,88,33,114,x
786-0,79,102,102,102,106,38,108,106
OVCAR-5,111,112,108,x,117,47,115,106
SN12C,90,96,87,95,97,34,100,120
TK-10,114,113,104,105,138,82,108,143
UO-31,40,96,77,51,66,36,91,86
SK-OV-3,x,100,106,93,106,49,111,102
OVCAR-4,86,110,106,100,99,37,109,99

[17] CN(C)c1ccc(/C=N\NC(=O)c2ccncc2)cc1
[18] Nc1ccn(-c2ccc(Br)cc2)c(=O)n1
[19] Cc1n[nH]c(C)c1N=Nc1ccc2oc(=O)ccc2c1
[20] CCCCCCCCCCCCCCCCNC(=S)N/N=C/c1ccc(Cl)cc1
[21] Nc1cc(S(=O)(=O)O)c(O)c2c1C(=O)c1c(O)c(S(=O)(=O)O)cc(N)c1C2=O
[22] O=C(OCCO)c1ccc(O)cc1
[23] C=C1CC[C@@H]2[C@]3(C)COC(c4ccco4)O[C@@H]3CC[C@@]2(C)[C@@H]1C/C=C1/C(=O)OCC1OC(C)=O (stereo not given in full)
[24] COc1ccc(-c2cnc3c(-c4cccc5nn(C)cc45)cnn3c2)cc1
Assay by compound,17,18,19,20,21,22,23,24
IGROV1,111,x,61,121,103,106,9.5*,97
786-0,96,102,86,90,101,99,3.4*,92
OVCAR-5,115,84,87,108,113,112,36,105
SN12C,118,115,95,x,102,103,3.3*,95
TK-10,104,113,50,95,107,109,111,101
UO-31,85,x,62,101,87,89,35,86
SK-OV-3,98,162,69,109,101,101,105,102
OVCAR-4,109,104,91,110,104,97,48,81

[25] CCN1CCN(c2nc(NNC(=O)c3ccc(OC)cc3)nc(N3CCN(C(c4ccccc4)c4ccccc4)CC3)n2)CC1
[26] CSc1c(-c2nc3ccccc3s2)c(N)nc2c(C#N)c(Nc3ccccc3)nn12
[27] O=S(=O)(NCCCNc1nccc(-c2c(-c3ccc(F)cc3)nc3sccn23)n1)c1ccc(F)cc1
[28] Cc1c(C(c2ccccc2)c2[nH]c3ccccc3c2C)[nH]c2ccccc12
[29] C/C(=C\CCc1ccsc1)CC/C=C(\C)CCCN1CCSCC1
[30] CC1(CCCC(=O)O)Nc2ccccc2-c2nc(=O)c(-c3ccc(F)cc3)nn21 (stereo not given)
[31] CC(=O)NNC(=S)N/C=C/c1c(C)ccc([N+](=O)[O-])c1[N+](=O)[O-]
[32] COc1cc(C)cc(-c2nn(CC(N)=O)cc2-c2ccnc(Oc3ccc(OC)c(OC)c3)n2)c1
Assay by compound,25,26,27,28,29,30,31,32
IGROV1,72,94,19,71,94,90,109,98
786-0,23,102,59,105,102,103,97,95
OVCAR-5,106,105,63,84,95,112,99,87
SN12C,46,98,52,87,79,96,96,82
TK-10,50,112,38,108,108,140,118,107
UO-31,61,92,3.1*,63,60,62,92,88
SK-OV-3,48,100,60,84,93,89,105,94
OVCAR-4,49,22,57,90,84,101,106,94

[33] CC(C)NC(=S)Nc1ncccc1OCc1cccc(Cl)c1
[34] CCOC(=O)c1c(-c2ccco2)c(C#N)c(=O)n(-c2cccc(C(F)(F)F)c2)c1N
[35] O=C(O)c1ccc2c3c(cccc13)CC2
[36] O=C(COc1cc(Cl)c(Cl)cc1Cl)Nc1ccc([N+](=O)[O-])cc1Cl
[37] CN(C)c1ccc(/C=C/C(=O)c2ccc(NC(=O)CN3C(=O)NC(C)(c4ccccc4)C3=O)cc2)cc1 (stereo not given)
[38] Cc1nc(N)nc2c1CCC(O)S2 (stereo not given)
[39] CCN1C(=O)CSC12C(=O)Nc1ccccc12 (stereo not given)
[40] CSc1ccccc1N1C(=O)CSC1=S
Assay by compound,33,34,35,36,37,38,39,40
IGROV1,103,102,108,x,87,73,94,119
786-0,98,102,105,101,30,109,108,113
OVCAR-5,96,94,103,100,86,99,96,102
SN12C,96,94,99,105,73,78,93,99
TK-10,92,121,107,100,97,107,101,93
UO-31,89,81,97,96,58,95,81,82
SK-OV-3,94,114,106,107,117,95,103,112
OVCAR-4,83,96,112,103,55,51,100,96

[41] O=C(Nc1nc(-c2ccccc2)cc(-c2ccc(Cl)cc2)n1)c1ccncc1
[42] CC1(C)CC(=O)C(c2ccccc2)(c2ccccc2)C(=O)C1
[43] O=C(NCc1ccc(Cn2c(=O)sn(-c3ccccc3)c2=O)cc1)OCc1ccc2cccc(O)c2n1
[44] Cc1cc(C(C)(C)C)ccc1S
[45] Clc1ccc2c(NCCNc3nc(N4CCOCC4)nc4ccccc34)ccnc2c1
[46] O=C(Nc1nc(-c2ccc(Br)cc2)cs1)c1cc(-c2ccc(Cl)cc2)nc2ccc(Cl)cc12
[47] Cc1ccc2c(ccc3ccccc32)n1
[48] CCOC(=O)c1cc(C(=O)c2ccc(OC)c(OC)c2)n2nc(-c3ccc(Cl)cc3)ccc12
Assay by compound,41,42,43,44,45,46,47,48
IGROV1,95,109,-77*,109,49,57,118&114,95
786-0,93,101,-88*,100,-40*,91,92&101,48
OVCAR-5,104,99,-61*,x,52,100,100&97,89
SN12C,104,101,-46*,100,0.0*,77,107&103,97
TK-10,107,101,-81*,107,-89*,103,94&116,107
UO-31,71,89,-100*,90,-89*,65,98&100,87
SK-OV-3,95,119,76,105,-38*,83,99&122,87
OVCAR-4,90,108,-34*,99,3.8*,75,101&107,67

[49] COc1ccc(C2C3=C(COC3=O)N(CCO)c3cc4c(cc32)OCCO4)cc1 (stereo not given)
[50] C[C@]12CCC=CC1=C[C@@H]1[C@@H]2CC[C@]2(C)C(=O)CC[C@@H]12
[51] O=C(O)C1(C(=O)O)CCC2(CCCCC2)CC1
[52] O=C(Nc1cccc(NC(=O)C2CCCCC2)c1)c1ccccn1
[53] Cc1nc(NC(=O)COc2ccc(/C=C3\Cc4ccc(Cl)cc4C3=O)cc2)sc1C
[54] O=c1oc2ccccc2cc1-c1cc(CCc2ccccc2)cc(-c2cc3ccccc3oc2=O)n1
[55] CC(C)[C@@H](C)/C=C/[C@@H](C)[C@H]1CC[C@H]2C3=C[C@@H](O)[C@@]4(O)C[C@@H](O)CC[C@]4(C)[C@@]3(O)CC[C@]12C
[56] O=C1CC(c2ccc(O)c(O)c2)Oc2cc(O)c([C@@H]3O[C@H](CO)[C@@H](O)[C@H](O)[C@H]3O)c(O)c21 (stereo not given in full)
Assay by compound,49,50,51,52,53,54,55,56
IGROV1,81,108,104,99,-70*,112,101,109
786-0,87,109,106,95,103,109,92,100
OVCAR-5,100,91,106,105,105,114,105,99
SN12C,95,108,101,102,103,104,108,99
TK-10,92,113,99,112,310,119,92,106
UO-31,101,85,92,89,-89*,92,93,103
SK-OV-3,87,123,103,102,114,97,97,103
OVCAR-4,99,102,107,101,113,99,91,101

[57] O=S(=O)(NC1c2ccccc2Oc2ccccc21)c1ccc(Cl)cc1
[58] O=CN/N=C/c1ccc(Cl)c([N+](=O)[O-])c1
[59] COc1cccc(C2=NN(C(C)=O)C(c3cc(OC)c(OC)c(OC)c3)C2)c1 (stereo not given)
[60] COc1ccc(CN=C(N)N=C(N)N)cc1OC
[61] Nc1ccccc1NC(=O)c1ccc(CN2CCC/C(=C\c3cccc(Cl)c3)C2=O)cc1
[62] C=C(C)[C@@H]1CC[C@]2(C(=O)N3CCN(C)CC3)CC[C@]3(C)[C@H](CC[C@@H]4[C@@]5(C)CCC(=O)C(C)(C)[C@@H]5CC[C@]43C)[C@@H]12
[63] Nc1nc(SCc2ccco2)nc2nc[nH]c12
[64] CCc1c(C(=O)N[C@@H](CO)Cc2ccccc2)[nH]c2ccc(Cl)cc12
Assay by compound,57,58,59,60,61,62,63,64
IGROV1,100,17,x,117,18,89,91,72
786-0,84,32,30,102,14,71,99,100
OVCAR-5,86,31,58,98,37,92,86,115
SN12C,x,21,43,110,5.8*,76,100,93
TK-10,90,8.5*,78,103,4.9*,102,128,102
UO-31,96,80,-30*,84,23,67,72,67
SK-OV-3,94,47,30,104,13,104,87,99
OVCAR-4,88,50,48,111,34,83,94,92

[65] COc1cc(-c2ccc(N=Nc3ccc4c(S(=O)(=O)O)cc(S(=O)(=O)O)c(N)c4c3O)c(OC)c2)ccc1N=Nc1ccc2c(S(=O)(=O)O)cc(S(=O)(=O)O)c(N)c2c1O
[66] COc1ccccc1C1=NO[C@H](C(=O)Nc2ccc(C#N)cc2)C1
[67] C#CCOc1cc(N(CC)CC)ccc1C(C(=O)NC(C)(C)C)N(C(=O)C1CCc2cc(F)ccc2O1)c1ccccc1 (stereo not given)
[68] CCCN1C(=O)C(c2ccccc2)C(=O)N2C1=C1CCCN1C(=O)c1ccccc12 (stereo not given)
[69] Nc1nc2c(nc(NCCCN3CCOCC3)n2[C@H]2O[C@@H](CO)[C@H](O)[C@@H]2O)c(=O)[nH]1
[70] CC(=O)Nc1ccc(/C=C2/SC(=S)N(/C=C(\c3ccccc3)S(=O)Cc3ccccc3)C2=O)cc1 (stereo not given)
[71] CCC1(C)OC(=O)NC1=O (stereo not given)
Assay by compound,65,66,67,68,69,70,71
IGROV1,100,107,93,106,107,108,x
786-0,104,103,101,104,101,87,100
OVCAR-5,99,100,93,110,106,97,97
SN12C,96,101,95,101,101,109,x
TK-10,94,102,152,94,97,96,99
UO-31,82,87,83,84,94,76,89
SK-OV-3,97,142,110,99,101,84,84
OVCAR-4,100,96,100,104,102,89,112

# In the list so far, 13 contain a Cl atom:
[5] C=CCOC(=O)C1=C(C)NC(=O)NC1c1c(Cl)n(C)c2ccccc12 (stereo not given)
[20] CCCCCCCCCCCCCCCCNC(=S)N/N=C/c1ccc(Cl)cc1
[33] CC(C)NC(=S)Nc1ncccc1OCc1cccc(Cl)c1
[36] O=C(COc1cc(Cl)c(Cl)cc1Cl)Nc1ccc([N+](=O)[O-])cc1Cl
[41] O=C(Nc1nc(-c2ccccc2)cc(-c2ccc(Cl)cc2)n1)c1ccncc1
[45] Clc1ccc2c(NCCNc3nc(N4CCOCC4)nc4ccccc34)ccnc2c1
[46] O=C(Nc1nc(-c2ccc(Br)cc2)cs1)c1cc(-c2ccc(Cl)cc2)nc2ccc(Cl)cc12
[48] CCOC(=O)c1cc(C(=O)c2ccc(OC)c(OC)c2)n2nc(-c3ccc(Cl)cc3)ccc12
[53] Cc1nc(NC(=O)COc2ccc(/C=C3\Cc4ccc(Cl)cc4C3=O)cc2)sc1C
[57] O=S(=O)(NC1c2ccccc2Oc2ccccc21)c1ccc(Cl)cc1
Assay by compound,5,20,33,36,41,45,46,48,53,57
IGROV1,107,121,103,x,95,49,57,95,-70*,100
786-0,91,90,98,101,93,-40*,91,48,103,84
OVCAR-5,96,108,96,100,104,52,100,89,105,86
SN12C,97,x,96,105,104,0.0*,77,97,103,x
TK-10,102,95,92,100,107,-89*,103,107,310,90
UO-31,81,101,89,96,71,-89*,65,87,-89*,96
SK-OV-3,94,109,94,107,95,-38*,83,87,114,94
OVCAR-4,103,110,83,103,90,3.8*,75,67,113,88

[58] O=CN/N=C/c1ccc(Cl)c([N+](=O)[O-])c1
[61] Nc1ccccc1NC(=O)c1ccc(CN2CCC/C(=C\c3cccc(Cl)c3)C2=O)cc1
[64] CCc1c(C(=O)N[C@@H](CO)Cc2ccccc2)[nH]c2ccc(Cl)cc12
Assay by compound,58,61,64
IGROV1,17,18,72
786-0,32,14,100
OVCAR-5,31,37,115
SN12C,21,5.8*,93
TK-10,8.5*,4.9*,102
UO-31,80,23,67
SK-OV-3,47,13,99
OVCAR-4,50,34,92

# Bioassay records as filed in PubChem.
